NPYLR7 ag: mosquito NPYLR7 agonism. HEK293T NPYLR7/Galpha15, GCaMP6s calcium fluorescence. activation, % at 10 µM. 0.15% of 270,000 active; in the data active = activation above about 40%;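 note: 0% = vehicle and 100% = reference agonist at the receptor; some compounds past the cut are filed as inactive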
mcGAS lum: blocks mouse cGAS activity; Q8C6L5; recombinant cGAS, Kinase-Glo ATP depletion luminescence; inhibition, % at 12.5 µM; 0.15% of 160,000 active; AID 1259399;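 note: 0% = negative control wells and 100% = reference inhibitor with no enzyme activity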
hcGAS inh: human cGAS inhibition | Q8N884 | AID 1259398 | recombinant h-cGAS, ATP depletion, Kinase-Glo luminescence | inhibition, % at 12.5 µM | 0.081% of 290,000 active;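 note: 0% = vehicle reaction and 100% = reaction without DNA for no activity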
Target sequence (Q8N884 whole entry, looked up): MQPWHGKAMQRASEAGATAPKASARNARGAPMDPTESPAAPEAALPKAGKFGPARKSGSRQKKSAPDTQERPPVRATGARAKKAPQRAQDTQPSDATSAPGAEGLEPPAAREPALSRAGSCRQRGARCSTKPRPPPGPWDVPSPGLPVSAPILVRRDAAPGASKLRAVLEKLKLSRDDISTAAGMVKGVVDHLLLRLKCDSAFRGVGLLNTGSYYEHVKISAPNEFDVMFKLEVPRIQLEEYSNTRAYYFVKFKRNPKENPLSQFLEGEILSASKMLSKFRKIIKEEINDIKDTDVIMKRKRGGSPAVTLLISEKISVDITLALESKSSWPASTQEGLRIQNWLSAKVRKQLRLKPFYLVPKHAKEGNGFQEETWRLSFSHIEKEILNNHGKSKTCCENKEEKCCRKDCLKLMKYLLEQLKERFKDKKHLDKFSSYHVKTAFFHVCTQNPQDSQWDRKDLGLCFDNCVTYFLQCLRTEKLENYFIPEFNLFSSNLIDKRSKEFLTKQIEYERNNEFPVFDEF
* = called active by the depositor; nt = no result given; & = joins results of further samples. Cut-off read from the data, not from the text of the source, unless noted: active = inhibition above about 40%; inactive = the rest.

Fields – mcGAS lum	hcGAS inh	NPYLR7 ag
> COc1ccc(C2CC(=O)N(CC(=O)O)CCN2CC2CC2)cc1 (configuration not stated)
  nt	0	-5
> CC1CN(Cc2nc3c(c(=O)n(C)c(=O)n3C)n2Cc2ccc(F)cc2)CC(C)O1 (configuration not stated)
  nt	-4	7
> Cc1nn(CC(=O)NCC(F)(F)F)c(C)c1S(=O)(=O)N(C)C
  nt	-11	1
> N#CCCCOc1cccn2c1nc(=O)c1cc(Cl)ccc12
  nt	-9	9
> C/C(=C/C(=O)N1CCOCC1C#N)c1cccc(Cl)c1 (configuration not stated)
  nt	-5	6
> CCOc1ccc(C2SC(C)C(=O)N2CC2CC2)cc1 (configuration not stated)
  -1	-6	15
> Fc1cnc(N2CCN(Cc3cc(CN4CCCC4)cs3)CC2)nc1
  -13	-1	1
> CCN(CC1CCN(C2CCN(C)CC2)CC1)C(=O)c1cccc(-c2ccc(F)cc2)c1
  -11	-5	nt
> CC(=O)COc1ccc2c(c1)O/C(=C\c1ccccc1F)C2=O
  -5	-3	-7
> CC/C=C(\C)C(=O)N1CCC(n2cnc3cc(C(F)(F)F)ccc32)CC1
  -6	-11	nt
> Cc1nc(-c2cccc(F)c2)nc(N2CCN(C(=O)c3cccc(Br)c3)CC2)c1C
  1	4	6
> Cn1ccsc1=NC(=O)Cc1coc2ccc3ccccc3c12
  nt	-6	3
> N#CC1(NC(=O)CSc2nnc3n2CCCCC3)CCCCC1
  nt	-3	1
> CCCCn1c(-c2ccccc2)cn2c3c(=O)n(C)c(=O)n(C)c3nc12
  nt	-8	5
> COc1ccc(N2C(=O)CCC(C(=O)N(C)C)C2c2ccc(OC)c(OC)c2)cc1 (configuration not stated)
  nt	2	3
> COc1cc(NC(=O)CCC2CCCN(Cc3cnn(-c4ccccc4)c3)C2)cc(OC)c1 (configuration not stated)
  -11	-12	8
> Cn1ncc2c1CCCC2NC(=O)c1ccccc1OCc1cscn1 (configuration not stated)
  -3	6	0
> Cc1ccccc1C1C(C(=O)Nc2ccccc2)C(C)Nc2ncnn21 (configuration not stated)
  -10	-6	-2
> Nc1c([Se]c2ccccc2)cc([Se]c2ccccc2)c2c1C(=O)c1ccccc1C2=O
  -3	0	-10
> Cc1nc2ccccc2nc1N1CCN(C(=O)c2ccccc2C(F)(F)F)CC1
  1	5	nt
> O=C(NCc1nnc2ccc(C(F)(F)F)cn12)C1CCC1
  nt	3	2
> COc1cc(-c2ccc(SCC(=O)NC3CCCC3)nn2)cc(OC)c1OC
  nt	-10	6
> COCCNS(=O)(=O)c1ccc(OC)c(N2CCN(C(=O)c3cc(OC)c(OC)c(OC)c3)CC2)c1
  -5	-3	30
> Cn1nnnc1SCCCNC/C=C/c1ccccc1
  -1	2	-10
> Cc1ccc(C2=NN(c3nc(-c4ccccc4)c4cc(Cl)ccc4n3)C(c3ccccc3F)C2)cc1 (configuration not stated)
  nt	-6	-6
> Cc1cccc(CC(=O)NC2CCCN(CC3CCCCC3)C2)c1 (configuration not stated)
  -8	-4	12
> CCOC(=O)c1ccc(S(=O)(=O)N(CC)C(C)C)cc1
  nt	-11	5
> N#CC1C(=N)OC2=C(C(=O)CCC2)C1c1ccccc1C(F)(F)F (configuration not stated)
  -5	-3	1
> C=CCNc1nccnc1-c1cccc(O)c1
  5	2	-9
> CC(C)N(Cc1nc(C(=O)O)cs1)C(=O)Nc1ccccc1F
  -4	-1	-6

Reprinted from the listing (17 entries):
Fields – mcGAS lum	hcGAS inh	NPYLR7 ag
> CC/C=C(\C)C(=O)N1CCC(n2cnc3cc(C(F)(F)F)ccc32)CC1
  -6	-11	nt
> Cc1nc(-c2cccc(F)c2)nc(N2CCN(C(=O)c3cccc(Br)c3)CC2)c1C
  1	4	6
> Cn1ccsc1=NC(=O)Cc1coc2ccc3ccccc3c12
  nt	-6	3
> N#CC1(NC(=O)CSc2nnc3n2CCCCC3)CCCCC1
  nt	-3	1
> CCCCn1c(-c2ccccc2)cn2c3c(=O)n(C)c(=O)n(C)c3nc12
  nt	-8	5
> COc1ccc(N2C(=O)CCC(C(=O)N(C)C)C2c2ccc(OC)c(OC)c2)cc1 (configuration not stated)
  nt	2	3
> COc1cc(NC(=O)CCC2CCCN(Cc3cnn(-c4ccccc4)c3)C2)cc(OC)c1 (configuration not stated)
  -11	-12	8
> Cn1ncc2c1CCCC2NC(=O)c1ccccc1OCc1cscn1 (configuration not stated)
  -3	6	0
> Cc1ccccc1C1C(C(=O)Nc2ccccc2)C(C)Nc2ncnn21 (configuration not stated)
  -10	-6	-2
> Nc1c([Se]c2ccccc2)cc([Se]c2ccccc2)c2c1C(=O)c1ccccc1C2=O
  -3	0	-10
> Cc1nc2ccccc2nc1N1CCN(C(=O)c2ccccc2C(F)(F)F)CC1
  1	5	nt
> O=C(NCc1nnc2ccc(C(F)(F)F)cn12)C1CCC1
  nt	3	2
> COc1cc(-c2ccc(SCC(=O)NC3CCCC3)nn2)cc(OC)c1OC
  nt	-10	6
> COCCNS(=O)(=O)c1ccc(OC)c(N2CCN(C(=O)c3cc(OC)c(OC)c(OC)c3)CC2)c1
  -5	-3	30
> Cn1nnnc1SCCCNC/C=C/c1ccccc1
  -1	2	-10
> Cc1ccc(C2=NN(c3nc(-c4ccccc4)c4cc(Cl)ccc4n3)C(c3ccccc3F)C2)cc1 (configuration not stated)
  nt	-6	-6
> Cc1cccc(CC(=O)NC2CCCN(CC3CCCCC3)C2)c1 (configuration not stated)
  -8	-4	12

Other compounds.
Fields – mcGAS lum	hcGAS inh	NPYLR7 ag
> O=C(c1ccc(Nc2nccc(-c3cc4ccccc4s3)n2)cc1)N1CCC(N2CCCC2)CC1
  -1	6&-2	-11&-4
> Fc1ccc(NN=C2c3ccccc3-c3ccccc32)cc1
  nt	-6	0
> Cc1cccc(Cl)c1C(=O)NC1CCc2[nH]c3ccc(Br)cc3c2C1 (configuration not stated)
  -7	-5	25
> CC1COCCN1C(=O)c1ccc2c(c1)Cc1ccccc1-2 (configuration not stated)
  nt	-2	7
> CC(=O)c1ccc(NC(=O)CSc2nc(=O)n(CCN3CCOCC3)c3c2CCC3)cc1
  0	-5	-6
> CCS(=O)(=O)c1ncc(CN(C)C)n1Cc1ccccc1
  nt	-9	4
> Cc1ccccc1N1CCN(c2nc(N(C)C)nc3c2CCNC3)CC1
  -8	-7	2
> CC(=O)C(C)n1c(CN2CCN(c3cccc(Cl)c3)CC2)nc2c1c(=O)[nH]c(=O)n2C (configuration not stated)
  nt	-5	9
> Cc1ccc(O)c(CN2CCCn3cccc3C2c2cc(F)ccc2F)c1 (configuration not stated)
  -1	1	0
> Cc1cc(C(=O)N2CCN(c3ccc([N+](=O)[O-])cc3)CC2)nc2cc(-c3ccccc3)nn12
  -7	-3	nt
> CC(C)c1ccc(S(=O)(=O)N2CC(C(=O)O)Oc3ccccc32)cc1 (configuration not stated)
  1	4	-1
> CC(C(=O)N1CCN(C(=O)c2ccc3ccccc3c2)CC1)N1CCc2sccc2C1c1ccccc1 (configuration not stated)
  -4	-3	6
> O=C(c1cc2sccc2[nH]1)N1CCCC(Nc2ccc3c(c2)OCO3)C1 (configuration not stated)
  nt	-2	-2
> CCOC(=O)N1CCN(C(=O)CSc2nc(Cl)cc(N3CCN(C(=O)c4ccc(F)cc4)C(C)C3)n2)CC1 (configuration not stated)
  -1	3	-2
> Cc1cc(C(=O)Cn2cc(C(F)(F)F)cc(Cl)c2=O)c(C)n1Cc1ccco1
  nt	-4	5
> CC(C)(C)C1CCCCC1NCCn1cccn1 (configuration not stated)
  nt	-21	-3
> COc1ccc2c(c1)CN(C1CC1)C(=O)CCN2
  -9	-6	22
> C=CCNC(=S)NNC(=O)C12CC3CC(CC(C3)C1)C2
  nt	5	0
> CCCSc1nc2c(c(=O)[nH]1)C(c1cccc(F)c1)C(C(=O)OCC)C(C)=N2 (configuration not stated)
  nt	-6	-2
> CC(C)(C)CC(=O)N(Cc1cccc(OS(=O)(=O)c2ccc(F)cc2)c1)C1CC1
  -3	1	13
> C=CCN(Cc1nccn1Cc1ccccc1F)C(=O)CC
  -6	-7	6
> CCn1cc(-c2ccc3ccccc3n2)c(=S)c2ccccc21
  nt	-16	-2
> Oc1ccc(C=NNc2ncnc3scc(-c4ccccc4)c23)c(O)c1
  -8	-9	3
> CCN1Cc2cc(F)ccc2N(C[C@@H](O)COCc2ccccc2)CCC1=O
  -6	-2	24
> CC(C)CNC(=O)C(NC(=O)c1ccccc1F)C1CCN(C(=O)CCc2ccccc2)CC1 (configuration not stated)
  nt	-1	-2
> Cc1cn2c3c(=O)[nH]c(=O)n(C)c3nc2n1-c1ccc(Oc2ccccc2)cc1
  -6	-7	-1
> Cc1c(NC(=O)C2CC2)cccc1-c1nc2c(C)cccc2o1
  -10	-4	nt
> Cc1cccc(CC(=O)Nc2c(C)nc3cc(C)ccn3c2=O)c1
  nt	-8	3
> O=C(c1ccccc1)c1ccc(N2CCN(C(=O)c3ccccc3F)CC2)c(F)c1
  -5	-7	-11
> Clc1cc(CNc2cccc3c2OCCO3)c2c(c1)COCO2
  -15	-9	-4
> COc1ccc2c(c1)C=C(CN1CCCn3cncc3C1)CO2
  nt	-4	7
> COc1ccc(OC)c(NC(=O)NCCNc2ccc(Nc3cc(C)ccn3)nn2)c1
  nt	-6	8
> N#Cc1cccc(S(=O)(=O)Oc2ccc(F)c(F)c2)c1
  2	3	-6
> Cc1cc(CN2CCC(C)CC2)c(C)c(C2NCCc3[nH]cnc32)c1 (configuration not stated)
  nt	-2	16
> CN(Cc1ccco1)C(=O)c1ccccc1N1CCC(NC(=O)c2ccccc2Cl)CC1
  -3	-4	-2
> CCCCS(=O)(=O)Nc1cccc(S(=O)(=O)Nc2ccccc2F)c1
  nt	-3	4
> CN(C)Cc1nc(C(C)(C)NC(=O)c2cnc(C(C)(C)C)s2)no1
  nt	-6	10
> O=S(=O)(NCC1CCN(C2Cc3ccccc3C2)C1)N1CCCC1 (configuration not stated)
  -17	-3	3
> COc1cccc(NC(=O)CCC2CCN(S(=O)(=O)c3ccccc3)CC2)c1
  nt	-8	13
> Cc1ccc(C2C(=C(O)c3ccc(Br)cc3)C(=O)C(=O)N2CCN2CCOCC2)cc1 (configuration not stated)
  -7	-2	5
> COC(=O)CCC(=O)N(Cc1nc2cc(Cl)ccc2o1)C1CC1
  -5	-3	0
> CCC(O)CN(Cc1ccco1)Cc1c(-c2ccccc2)nn(C)c1Oc1cccc(C)c1 (configuration not stated)
  nt	2	-3
> CCOC(=O)c1c(CN2C(C(N)=O)CC3CCCCC32)oc2ccccc12 (configuration not stated)
  nt	-4	-1
> Cc1cccc(NC(=O)c2c(NC(=O)C(F)(F)F)sc3c2CCCC3)c1
  0	-1	-7
> N#CCCN(C(=O)c1ccc(C#N)cc1)C1CC1
  nt	-10	14
> COc1ccccc1-c1cccc(-c2cccc(NC(=O)c3ccc(C(F)(F)F)nc3C)c2)n1
  -5	0	-5
> NC(c1csc(Nc2nncc3ccccc23)n1)C1CCCCC1 (configuration not stated)
  -7	-3	-4
> O=C1NC2(CCN(S(=O)(=O)c3ccc(Cl)cc3)CC2)Nc2cccc(Cl)c21
  -4	-4	0
> Oc1ccc(C=NN=C(c2ccccc2)c2ccccc2)c(O)c1O
  nt	-9	-5
> O=C(O)CNC(=O)C1CC(c2cccc(F)c2)=NO1 (configuration not stated)
  -6	-2	0
> O=C(c1cccc(Br)n1)N1CCOC(COCc2c(Cl)cccc2Cl)C1 (configuration not stated)
  1	-3	-8
> CN(C)C(=O)C(F)c1ccccc1 (configuration not stated)
  nt	-4	9
> CC(C)(C)Nc1c(CCc2ccccc2)nc2ccc(Cl)cn12
  -8	-6	13
> CCOc1ccccc1N1CCN(C(=O)c2cc(-c3cccs3)nn2-c2ccccc2Cl)CC1
  -6	-1	21
> Cc1nc2c(o1)N(c1cccnc1)C(=N)C(C#N)C2c1ccccc1 (configuration not stated)
  nt	-3	-1
> COc1cc(CNc2cnn(C)c(=O)c2Br)ccc1C
  nt	4&-3	-1&5
> Cc1nc(-c2cccc(C(F)(F)F)c2)nc(N2CCN(C(=O)c3cccs3)CC2)c1Cc1ccccc1
  -6	-10	nt
> Cn1ccc(NC(=O)N2CCCC3(CCCCCC3)C2)n1
  nt	-8	7
> Nc1nc(Cl)c(C=O)c(=O)[nH]1
  nt	-1	-8
> COCCNC(=O)C(NC(=O)C1CCCC1)C1CCN(C(=O)c2ccc(Cl)cc2)CC1 (configuration not stated)
  nt	1	-3

New compounds follow.
Fields – mcGAS lum	hcGAS inh	NPYLR7 ag
> CCOC(=O)c1cc(-c2ccccc2C)n(-c2ccc(C(=O)NCCSC)cc2)n1
  -3	6	0
> O=C(C1CCCC1)N1CCOC(Cc2ccccc2Cl)C1 (configuration not stated)
  nt	-7	-1
> O=C(NCc1cccc(Oc2ccccc2)c1)C1CC(=O)N(C2CCS(=O)(=O)C2)C1 (configuration not stated)
  nt	-3	1
> COc1cccc(Nc2cc(C3(C(=O)NCc4ccc5c(c4)OCO5)CC3)ccn2)c1
  -6	-7	-1
> N#Cc1c(NC(=O)c2cccc(S(=O)(=O)N3CCOCC3)c2)sc2c1CCCC2
  -3	-1	-11
> CCCn1c(N)c(N(CCOC)C(C)=O)c(=O)[nH]c1=O
  nt	-7	1
> Cc1ccc(-n2nnnc2SCC(=O)NC2CC2)cc1C
  nt	-1	-6
> CC(C)Oc1ccc(NC(=O)C2CCOC2)c(C(F)(F)F)c1 (configuration not stated)
  nt	-5	3
> O=C(CCNS(=O)(=O)c1ccc2ccccc2c1)NC1CCCCCC1
  -5	1	2
> CCc1nn(C)c(Cl)c1CN1CCCC2(CC1)CN(C)C(=O)O2 (configuration not stated)
  -11	-11	18
> Cc1cccc2c1NC1(CCN(C(=O)NCc3ccccc3)CC1)NC2=O
  1	0	1
